Screens (PubChem)
MC4R antag cAMP = human MC4R antagonism in cAMP assay; P32245; MC4R-expressing cells, MTII-stimulated cAMP, LANCE TR-FRET; inhibition, % at 6.5 µM; 0.48% of 360,000 active;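 active = inhibition above its plate's cutoff, the mean of tested wells on that plate plus 3 SD, cut at about 29% in these data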;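 note: 0% = Melanotan II alone and 100% = Melanotan II plus saturating MCL0020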
Target sequence (P32245 whole entry, looked up): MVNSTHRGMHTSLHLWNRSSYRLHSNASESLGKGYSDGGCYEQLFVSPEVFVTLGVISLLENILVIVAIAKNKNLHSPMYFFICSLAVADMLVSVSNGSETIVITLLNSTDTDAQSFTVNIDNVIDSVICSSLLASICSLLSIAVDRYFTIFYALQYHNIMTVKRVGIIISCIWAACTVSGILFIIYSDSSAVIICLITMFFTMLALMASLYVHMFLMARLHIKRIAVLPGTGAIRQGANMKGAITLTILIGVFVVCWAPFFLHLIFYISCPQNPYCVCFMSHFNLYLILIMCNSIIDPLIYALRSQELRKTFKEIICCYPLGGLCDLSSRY
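material = U2OS cells stably expressing human melanocortin 4 receptor (MC4R) | also added = Melanotan II challenge | dosing = single nominal compound dose of 6.5 µM | detection = TR-FRET with Eu-cAMP and labeled anti-cAMP, 671 nm | replication = singlicate | timing = compound 30 min, challenge 1 h, detection 1 h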
Glyco luc inh = N-linked glycosylation inhibition | D54 ERlucT glycosylation luciferase reporter, 24 h; percent of 100 nM tunicamycin response | reporter increase, % at 12.5 µM | 0.23% of 360,000 active | AID 588692;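 active = mean luciferase reporter signal, scaled so untreated is 0 and the glycosylation-blocking control 100, at or above a set limit in every replicate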;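 note: luciferase carries N-glycosylation sites so blocking glycosylation raises the light; 0% = median of neutral control wells and 100% = median of 100 nM tunicamycin wells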
aDG glyco act = increases alpha dystroglycan glycosylation; Pro5-aDG cells, alpha-DG glycosylation AlphaScreen (IIH6); 0% Pro5, 100% B10-LARGE cell signal; 0.22% of 360,000 active; activation, % at 10 µM;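 active = activation of at least 8% versus controls, or a plate z-score of at least 8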;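 note: Pro5 are CHO cells carrying HIG-tagged alpha-DG that lacks glycosylation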
PDI inh = PDI (human) enzyme inhibition; PDI insulin aggregation turbidity, A650, 90 min; inhibition, % at 10 µM; 0.052% of 350,000 active; AID 588391;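 active = mean inhibition across replicates of 30% or more, whatever share of single replicates reach that level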;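 note: absorbance from insulin aggregation driven by PDI reduction with DTT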
m5-HT2A agonist = mouse HTR2A agonism via beta-arrestin recruitment; 0.66% of 360,000 active; CHO-K1 mHTR2A beta-arrestin complementation, luminescence; percent of 30 µM serotonin response; activation, % at 7.6 µM; AID 624169;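 active = activation above a run cutoff, the mean activation of all tested compounds plus 3 SD, cut at about 14% in these data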;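 note: 0% = plate median of compound wells and 100% = 30 µM serotonin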
Target sequence (P35363 whole entry, looked up): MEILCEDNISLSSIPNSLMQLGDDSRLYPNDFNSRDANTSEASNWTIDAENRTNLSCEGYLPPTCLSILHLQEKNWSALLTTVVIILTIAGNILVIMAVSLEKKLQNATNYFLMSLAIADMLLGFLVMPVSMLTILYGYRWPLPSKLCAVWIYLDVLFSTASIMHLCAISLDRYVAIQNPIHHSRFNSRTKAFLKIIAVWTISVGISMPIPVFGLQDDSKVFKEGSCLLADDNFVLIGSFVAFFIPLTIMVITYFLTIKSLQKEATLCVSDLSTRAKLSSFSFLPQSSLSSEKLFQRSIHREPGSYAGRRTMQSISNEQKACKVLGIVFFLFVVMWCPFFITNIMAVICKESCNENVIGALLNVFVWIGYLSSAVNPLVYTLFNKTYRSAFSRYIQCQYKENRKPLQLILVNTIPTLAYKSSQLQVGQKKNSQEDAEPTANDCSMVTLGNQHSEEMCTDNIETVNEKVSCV
MC4R barr agon = activates human MC4R beta-arrestin recruitment; U2OS MC4R beta-arrestin complementation, luminescence; percent of melanotan II response, DMSO zero; activation, % at 8.9 µM; 0.98% of 360,000 active; P32245; AID 540308;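 active = activation above a per-plate cutoff, the mean activation of sample wells on that plate plus 3 SD, cut at about 8% in these data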
Vif inh = blocks HIV Vif function | HEK293T cells, Vif self-association by quenched fluorescence, imaging, 24 h | inhibition, % at 7.49 µM | 0.35% of 340,000 active | AID 602346; in the data active = inhibition above about 50%, passing the limit was not always enough; note: some results filed as inactive read as strong as hits
ABCB6 inh MLPCN = blocks the human ABCB6 transporter. Q9NP58. K562-ABCB6 porphyrin accumulation, flow cytometry, 1 h; active compounds read low. fluorescence ratio to DMSO, % at 10 µM. 0.19% of 360,000 active. AID 602162;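 active = fluorescence ratio to DMSO below 75%, the collection mean minus 3 SD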;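 note: signal is porphyrin accumulated inside mitochondria; 100% equals median channel fluorescence of DMSO control wells; lower ratio means ABCB6 inhibition with less porphyrin fluorescence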
Cardio protect = myocardial damage modulation in H9c2 cells; protection from H2O2 cell death, % at 20 µM; AID 588492; 0.63% of 360,000 active; H9c2 cardiomyocytes, H2O2 injury protection, ATPLite, 2 h;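 active = compounds giving at least 50% protection of heart cells from peroxide-induced death in the single-dose screen, raw or plate-pattern-corrected value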;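 note: 0% = DMSO wells with peroxide and 100% = DMSO wells without peroxide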
CaV13 FRET inh = Disruptors of the CACNA1D IQ motif to Ca2+-dependent inactivation inhibitor domain association, primary screening, Förster resonance energy transfer in intact living … | HEK cells, CFP/YFP FRET ICDI-IQ, plate reader, 10 min; percent FRET-ratio fall versus neutral wells | AID 743397 | inhibition, % at 12.3 µM | 0.098% of 340,000 active;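 active = mean replicate inhibition of at least 30% and at least 1% of replicates passing that level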;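 note: 0% = median of the neutral control wells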
An asterisk follows results filed as active; . = not tested or not shown.

No.	compound	aDG glyco act	PDI inh	m5-HT2A agonist	Glyco luc inh	CaV13 FRET inh	MC4R barr agon	MC4R antag cAMP	Vif inh	Cardio protect	ABCB6 inh MLPCN
1	COc1ccc(NS(=O)(=O)c2ccc(F)c(Cl)c2)cn1	0.0	-3	4	1	-9	-0.6	1	0	-1	114
2	COc1ccc(NC(=O)CN(C)C(=O)c2ccc3[nH]c4c(c3c2)CC(C)CC4)cc1 (stereo not drawn)	0.2	2	1	6	-6	-2.1	4	2	2	96
3	CC(C)(CC(=O)N1CCN(c2ccc(Cl)cc2)CC1)CC1=NS(=O)(=O)c2ccccc2N1	2.2	8	0	-7	-4	-1.6	13	-14	-15	99
4	COc1ccccc1-c1cc(C(=O)Nc2c(C)n(C)n(-c3ccccc3)c2=O)no1	-0.2	-1	-2	1	-9	-1.2	-1	-1	0	110
5	O=C(O)CSc1cn(Cc2ccccc2)c2ccccc12	-0.1	0	-5	-1	-2	-0.6	-3	7	11	94
6	COC(=O)c1ccc(C(=O)Nc2ccc3nc(-c4ccncc4)[nH]c3c2)cc1	0.0	3	10	-1	-21	0.0	-2	1	23	99
7	CCC1(CC)NC(=O)N(CC(=O)OCC(=O)Nc2ccc(OC(F)(F)F)cc2)C1=O	-0.4	10	1	-1	-2	-2.6	-2	2	4	93
8	CCOc1ccc(-c2csc(NC(=O)CSCC(=O)O)n2)c2ccccc12	1.1	0	9	2	-6	1.4	-4	-6	2	98
9	CC(NCCS(=O)(=O)c1ccc(Cl)cc1)c1cccc(Cl)c1 (stereo not drawn)	0.1	2	-6	0	-4	2.3	4	-4	-1	96
10	CC(=O)c1ccc(S(=O)(=O)N(CC(=O)NC2CC2)Cc2ccc(F)cc2)cc1	-0.2	-4	-2	-3	-6	-1.6	-3	-2	7	99
11	Cc1ccc(C(O)c2ncc(-c3ccccc3)[nH]2)c(C)c1 (stereo not drawn)	0.3	2	3	0	-11	-1.7	0	.	-8	102
12	CCN(Cc1ccccc1)C(=O)c1cccc(OC2CCN(C(=O)C3CC3)CC2)c1	0.1	-4	7	-2	-5	-0.8	18	-4	-4	93
13	Cc1nc(Cl)cc(N/N=C/c2ccccc2)n1	-0.1	-1	6	1	-19	1.4	1	5	-5	99
14	O=C(NC(Cc1ccccc1)c1nc2ccccc2[nH]1)c1cccc([N+](=O)[O-])c1 (stereo not drawn)	-0.3	-4	1	-2	-5	0.8	13	18	-6	93
15	O=C(Cc1ccccc1)NCC(=O)OCC(=O)c1ccc(F)cc1	0.2	-3	10	2	-5	-3.9	5	5	3	97
16	CCc1c(N)nc(N)nc1Nc1ccc(C)c(C)c1	0.2	-7	1	-1	-6	-1.9	-9	-1	-7	98
17	Cc1nnc(Nc2ccc(C(=O)O)cc2)[nH]c1=O	0.2	-3	0	1	0	-2.8	-1	3	-5	95
18	O=C(NCCCN1CCOCC1)c1ccc(CS(=O)(=O)c2ccc(Br)cc2)o1	-0.1	.	1	1	-12	-1.1	3	-10	-8	97
19	CC(C)(c1ccccc1)c1ccc(OCCn2cnc3ccccc3c2=O)cc1	-0.2	13	-9	1	-5	2.8	-1	-5	-24	88
20	COC(=O)CCC1(C(N)=O)CCC(=O)c2ccccc21 (stereo not drawn)	0.2	-6	5	0	-4	0.6	6	-2	1	90
21	CC(C)(C)N=C(NS(=O)(=O)c1cccs1)c1ccccc1	-0.3	-3	-2	0	.	-0.6	4	17	0	96
22	N#Cc1ccc(NC(=S)NC(=O)CCc2ccc(S(=O)(=O)N3CCOCC3)cc2)cc1	-0.2	-5	7	6	-2	0.4	10	-12	-3	95
23	CCN(CC)C(=O)C1CCCN(Cc2ccc(OC)c(C)c2)C1 (stereo not drawn)	-0.2	2	2	-1	.	-2.6	2	-1	-2	100
24	CC1CCC(NC(=O)c2nc(Cn3ccc([N+](=O)[O-])n3)no2)CC1 (stereo not drawn)	0.0	13	3	1	-7	-0.8	3	4	0	95
25	COc1ccccc1C(=O)Nc1ccnn1C1CCN(Cc2ccccc2OCCO)CC1	0.6	1	-12	.	-2	-1.1	-2	.	5	100

Of the compounds above, 2 have a nitro group on carbon.
No.	compound	aDG glyco act	PDI inh	m5-HT2A agonist	Glyco luc inh	CaV13 FRET inh	MC4R barr agon	MC4R antag cAMP	Vif inh	Cardio protect	ABCB6 inh MLPCN
14	O=C(NC(Cc1ccccc1)c1nc2ccccc2[nH]1)c1cccc([N+](=O)[O-])c1 (stereo not drawn)	-0.3	-4	1	-2	-5	0.8	13	18	-6	93
24	CC1CCC(NC(=O)c2nc(Cn3ccc([N+](=O)[O-])n3)no2)CC1 (stereo not drawn)	0.0	13	3	1	-7	-0.8	3	4	0	95

More structures follow:
No.	compound	aDG glyco act	PDI inh	m5-HT2A agonist	Glyco luc inh	CaV13 FRET inh	MC4R barr agon	MC4R antag cAMP	Vif inh	Cardio protect	ABCB6 inh MLPCN
26	Cc1cccn2c(=O)c3cc(C(=O)NCc4cccnc4)c(=N)n(C(C)C)c3nc12	0.1	16	1	0	13	0.8	1	-8	14	94
27	COCCSc1ccccc1C(=O)N1CCC(Cc2ccccc2)CC1	0.0	2	-1	-2	-7	-1.9	10	-6	-1	95
28	COC(=O)c1cc(C)nc2c1C(=O)C(=O)C=C2N1CCOCC1	0.2	2	5	-20	-4	-0.6	-39	-8	-10	195
29	Cn1nnnc1SCC(=O)N1CCN(c2ccc(Cl)cc2)CC1	0.4	-6	-3	-1	-5	-2.7	-1	-6	4	93
30	O=C(NCC1CCCO1)c1cc(S(=O)(=O)N2CCCCC2)ccc1Cl (stereo not drawn)	-0.1	11	-8	2	-6	1.2	4	-1	0	92
31	O=C(NCCNCC(O)COc1ccc(O)cc1)N1CCOCC1 (stereo not drawn)	0.0	12	-6	2	-5	0.2	10	-3	1	97
32	Cc1ccc(S(=O)(=O)C(C#N)c2nc3ccccc3nc2N2CCCC2)cc1C (stereo not drawn)	0.1	0	11	1	-6	-1.2	5	28	24	161
33	O=C(NN=Cc1c(F)c(F)c(F)c(F)c1F)c1ccc(NS(=O)(=O)c2cccs2)cc1	0.3	-14	-4	-1	-8	-2.8	22	0	-6	101
34	Cc1nc2sccn2c1-c1nc(-c2cc3ccccc3o2)cs1	0.2	18	3	0	.	0.2	4	4	-4	88
35	CCc1ccc(S(=O)(=O)NCc2cccs2)cc1	0.0	7	3	-1	-11	-2.3	2	-3	-3	84
36	COc1ccc([C@H]2CC(=O)C=C(c3ccc4ncccc4c3)C2)cc1OC	0.4	-4	6	1	-11	0.4	1	.	2	91
37	CC1CCCN(CCCNC(=O)c2ccc3c(c2)N(Cc2ccc(F)cc2)C(=O)c2ccccc2S3=O)C1 (stereo not drawn)	0.6	-5	-7	-3	-7	-3.3	1	14	-1	97
38	CC1(Cc2ccc(Cl)s2)C(=O)Nc2c(Cl)ccc(Cl)c21 (stereo not drawn)	0.3	2	8	-6	-16	2.2	3	1	-13	101
39	CC1CCN(C(=O)C2c3ccccc3C(=O)N3CCc4ccccc4C23)CC1 (stereo not drawn)	0.1	-1	1	-2	-5	-2.2	1	12	-2	96
40	Cc1ccc(OCCN2C(=O)c3ccccc3C2=O)c(C)c1	-0.1	5	2	-1	-4	-0.8	-5	4	-1	93
41	COc1ccc(CNC(=O)C[C@H]2C[C@H](C(=O)N(C(C)C)C(C)C)[C@@]3(C)c4[nH]c5cc(CCC(=O)N(C)C)ccc5c4CCN3C2=O)cc1OC	0.1	-3	2	0	-6	-4.6	0	-6	14	101
42	Cc1ccc(SCCC(=O)OCC(=O)NCC2CCCCC2)cc1	0.0	3	3	0	8	0.7	-6	-17	-5	92
43	CCN1CCN(c2ccc(N3CCN(C(=O)c4ccc(Br)o4)CC3)nn2)CC1	0.1	5	6	-4	-6	-0.1	0	-6	9	95
44	CC(=O)N1c2ccc(S(=O)(=O)N3CCCC3C(=O)NCc3ccccc3Cl)cc2CC1C (stereo not drawn)	-0.1	.	4	0	6	0.3	13	-2	-10	103
45	O=C(O)c1nn(-c2ccccc2)ccc1=O	0.1	-3	2	3	.	-0.5	10	8	4	88
46	C=CCNC(=O)c1onc(CS(=O)(=O)c2cc(C)cc(C)c2)c1C(=O)NCC=C	-0.1	-3	1	0	-10	1.9	4	2	-3	103
47	Cc1cccc(-c2noc(CN(C)C(=O)COc3ccccc3)n2)c1	-0.3	-8	-1	1	-5	-0.3	4	-6	-8	99
48	CC(=O)c1ccc(S(=O)(=O)Oc2ccc(-c3ccc(C(=O)O)cc3)cc2)cc1	0.0	-2	-2	2	-3	-0.1	3	-4	-1	93
49	CCCCCCNc1ccc(C(=O)OCC)cc1	0.0	.	-5	-3	-7	.	.	-6	-4	98
50	COC(=O)Cc1c(C)c2ccc(OCC(=O)N(C)C3CCS(=O)(=O)C3)cc2oc1=O (stereo not drawn)	-0.3	2	-5	0	-3	1.4	5	3	4	106
51	CC(NO)C(C)(C)NO (stereo not drawn)	0.1	-7	-3	1	.	0.3	7	1	1	97
52	O=C(NC(=S)NCc1cccnc1)c1ccccc1[N+](=O)[O-]	-0.3	6	0	0	-6	0.5	15	-3	-3	105
53	CC(=O)c1cccc(NC(=O)c2ccc(S(=O)(=O)N3CC(C)OC(C)C3)cc2)c1 (stereo not drawn)	0.1	-7	-1	0	-3	0.3	8	-4	-7	98
54	N#Cc1c(N)nc2c(c1-c1ccccc1)CCCC2	0.1	-7	-2	-2	-6	-0.1	5	8	1	104
55	C/C(=N\NC(=O)c1cc2ccccc2cc1O)c1ccc(C)o1	0.2	-1	-1	4	-6	-6.9	3	-1	10	103
